Screening results from PubChem.
TAAR1 antagonist – antagonists of human TAAR1. inhibition, % at 3 µM. hit rate 1.5% among 360,000. CHO RD-HGA16 TAAR1, Fluo-8 calcium fluorescence, antagonist. Q96RJ0;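 active = inhibition above a per-plate cutoff, the mean inhibition of test compounds on that plate plus 3 SD, cut at about 49% in these data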;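 also: 0% = DMSO plus EC80 beta-PEA response and 100% = DMSO alone without agonist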
Target sequence (Q96RJ0 whole entry, looked up): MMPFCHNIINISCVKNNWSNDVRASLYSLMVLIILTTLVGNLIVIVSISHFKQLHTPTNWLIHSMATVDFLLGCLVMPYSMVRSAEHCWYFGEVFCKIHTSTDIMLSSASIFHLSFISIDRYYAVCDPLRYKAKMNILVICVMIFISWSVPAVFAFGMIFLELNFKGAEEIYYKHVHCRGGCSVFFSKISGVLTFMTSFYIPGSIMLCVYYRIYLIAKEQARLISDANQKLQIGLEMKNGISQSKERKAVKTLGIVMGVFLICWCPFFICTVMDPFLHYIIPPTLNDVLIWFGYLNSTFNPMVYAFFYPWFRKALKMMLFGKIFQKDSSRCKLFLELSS
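Test system: hTAAR1-expressing CHO RD-HGA16 cells, Gα16-coupled; Probe or stimulus: EC80 β-phenethylamine stimulus; Compound dosing: single nominal final test compound concentration of 3 µM; Timing: 140 s kinetic read after compound, 140 s after agonist; Signal: Fluo-8 calcium-sensitive fluorescence; Measure: % inhibition of agonist calcium response; Controls: DMSO and EC80 PEA controls.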
CHRM5 antagonist – blocks acetylcholine activation of human M5 receptor | P08912 | CHO-hM5 cells, Fluo-8 calcium fluorescence, ACh EC80 | inhibition, % at 3 µM | hit rate 0.59% among 360,000;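 active = inhibition above a per-plate cutoff, the mean of that plate's test compounds plus 3 SD, cut at about 27% in these data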;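 also: 0% = acetylcholine EC80 with DMSO and 100% = DMSO without agonist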
Target sequence (P08912 whole entry, looked up): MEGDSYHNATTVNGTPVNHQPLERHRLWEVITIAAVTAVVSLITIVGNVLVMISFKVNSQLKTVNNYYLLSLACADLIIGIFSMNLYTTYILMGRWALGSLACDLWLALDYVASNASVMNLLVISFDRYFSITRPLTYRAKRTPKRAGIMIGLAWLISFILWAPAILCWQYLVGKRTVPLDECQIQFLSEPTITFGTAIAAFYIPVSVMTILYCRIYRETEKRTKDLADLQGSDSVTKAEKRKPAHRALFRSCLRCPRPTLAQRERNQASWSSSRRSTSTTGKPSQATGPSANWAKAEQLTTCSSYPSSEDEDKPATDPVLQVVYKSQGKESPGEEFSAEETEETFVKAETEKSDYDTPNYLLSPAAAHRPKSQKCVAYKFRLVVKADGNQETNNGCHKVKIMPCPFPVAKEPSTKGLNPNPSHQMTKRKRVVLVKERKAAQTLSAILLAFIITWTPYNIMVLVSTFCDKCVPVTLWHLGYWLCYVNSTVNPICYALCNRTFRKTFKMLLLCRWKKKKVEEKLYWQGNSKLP
M1 PAM parental – counter-screen for M1 PAMs: effect in parental CHO-K1 cells; hit rate 0.02% among 360,000; AID 602247; activation, % at 3 µM; ATP EC20, Fluo-8 calcium fluorescence; 0% at ATP EC20, 100% at ATP max;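 active = activation above the run cutoff, the mean activation of all test compounds plus 3 SD, cut at about 40% in these data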;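 also: peak over basal fluorescence ratio in a 140 s read after ATP addition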
CRFR2-BP antag – blocks CRF-induced signaling of the CRF-BP/CRF-R2 complex; HEK293 CRF-R2/CRF-BP, CRF-induced calcium fluorescence; inhibition, % at 11.8 µM; hit rate 0.59% among 350,000;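 active = inhibition of the ligand-induced calcium signal above about 50% at the single tested concentration, limit read from the data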
CHRM5 agonist – CHRM5 agonism in calcium assay. CHO-K1 hM5 cells, Fluo-8 calcium fluorescence; 0% DMSO wells, 100% maximal acetylcholine response. activation, % at 3 µM. hit rate 0.19% among 360,000;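 active = activation above the run's mean over test compounds plus 3 SD, cut at about 23% in these data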;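 also: signal is peak over basal fluorescence ratio across the kinetic read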
CHRM5 PAM – CHRM5 positive allosteric modulation | CHO-K1 hM5, Fluo-8 calcium, ACh EC20 PAM; 0% = ACh EC20, 100% = ACh EC100 | activation, % at 3 µM | hit rate 0.3% among 360,000 | AID 624038;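 active = activation above the run cutoff, the mean activation of all test compounds plus 3 SD, cut at about 18% in these data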
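System: CHO-K1 hM5 cells. Reagent: acetylcholine, EC20 level. Compound dosing: single dose, 3 µM nominal final test concentration. Timing: Post-acetylcholine fluorescence recording 140 s. Detection: Fluo-8 calcium fluorescence. Read-out: % activation, ACh-normalized. Benchmarks: ACh EC20 and EC100 wells. Repeats: singlicate, one well per test compound.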
M4 PAM – positive allosteric modulators of human muscarinic M4 receptor | hit rate 0.4% among 360,000 | activation, % at 3 µM | CHO-K1 hM4/Gqi5, Fluo-8 calcium fluorescence, ACh EC20; 0% = ACh EC20, 100% = maximal ACh;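 active = activation above its plate's cutoff, the mean activation of sample wells plus 3 SD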; also: some results filed as inactive read as strong as hits
TAAR1 agonist – human TAAR1 agonism. Q96RJ0. CHO RD-HGA16 TAAR1, Fluo-8 calcium fluorescence; vehicle wells 0%, saturating PEA agonist 100%. activation, % at 3 µM. hit rate 0.99% among 360,000. AID 624467;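 active = activation above the mean activation of all test compounds in the run plus 3 SD, cut at about 38% in these data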
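Benchmarks: low control DMSO, high control PEA (EC100); System: CHO RD-HGA16 cells carrying human TAAR1 plus Gα16; Detection: Fluo-8 fluorescence, 5 s baseline then 140 s kinetic read; Schedule: 17-24 h plating, Fluo-8 75 min 37 °C, 30 min RT; Read-out basis: % activation from peak over basal fluorescence ratio, DMSO-to-PEA scaled.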
CRFBP-R2 agonist – CRF-BP/CRF-R2 complex agonism; HEK293 CRF-R2/CRF-BP, calcium dye fluorescence (FLIPR); percent of saturating CRF peptide response; AID 588473; activation, % at 13.2 µM; hit rate 0.46% among 350,000;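 active = activation of at least 50%, plus an integration ratio under a set limit after plate pattern correction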;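 also: plate controls were neutral control wells without compound for no effect and CRF at EC100 for full effect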
Starred values were filed as active, the others as inactive; nt = not tested or not shown.

SMILES	TAAR1 antagonist	CHRM5 antagonist	M1 PAM parental	CRFR2-BP antag	CHRM5 agonist	CHRM5 PAM	M4 PAM	TAAR1 agonist	CRFBP-R2 agonist
CC(=O)c1c(C)cc(C)c(CSc2nc(C)cc(=O)[nH]2)c1C	-31	-7	-4	-1	7	2	4	8	0.8
O=C(CN1C(=O)c2cccc3cccc(c23)C1=O)N1CCCCCC1	-10	1	16	-6	1	-3	2	3	-1.6
COc1cc(C2NC(=O)CCC2[N+](=O)[O-])cc(OC)c1OC (stereo not given)	-11	11	16	8	-2	0	-6	0	1.8
CCC(=O)c1ccc(OCC(=O)NCCC2=CCCCC2)c(OC)c1	2	15	8	-7	-5	-6	-3	0	-0.9
COc1ccc(-n2nc(C(=O)NCC(=O)Nc3cccc(Cl)c3)c3ccccc3c2=O)cc1	17	14	22	-7	-6	0	-5	3	5.1
COc1cc(/C=C(/C#N)C(=O)NCCc2c[nH]c3ccccc23)ccc1OCc1ccccc1F	7	2	12	-32	1	-2	2	0	9.3
C[N+]1(C)CC2=Cc3ccccc3CC2C1 (stereo not given)	2	5	-1	-12	-11	3	2	-1	0.7
COc1ccc2nc(C)cc(N/N=C/c3ccccc3)c2c1	nt	17	3	-11	-1	-11	-2	nt	-1.0
Cc1ccc(OCC(=O)Nc2ccc(-n3cnnn3)cc2)c(C)c1	2	5	-10	-10	0	-2	0	0	0.0
CC(C)C[C@@]12C(=O)N(c3cccc(F)c3)C(=O)N1[C@H](c1ccc(F)cc1)[C@@H]1C(=O)N(C3CCCCC3)C(=O)[C@@H]12	13	13	2	-24	-2	3	2	12	6.6
O=c1[nH]c(=O)c2[nH]c(=S)n(-c3ccccc3)c2[nH]1	-11	12	4	-4	1	1	8	2	-1.9
CC(=O)Nc1ccc(NC(=O)C2C3C=CC(C3)C2C(=O)O)cc1 (stereo not given)	-21	4	-7	16	1	0	2	1	-2.6
O=C(NCCc1ccccc1)c1cccc(N2C(=O)C3CC=CCC3C2=O)c1 (stereo not given)	8	8	-9	-3	1	-6	-11	5	0.0
CCc1ccc(OCC(=O)c2c(O)c3ccccc3oc2=O)cc1	10	0	12	12	4	6	2	-1	-4.3
Cc1c(C(=O)N(C)c2ccccc2Cl)cnn1-c1ccccc1	-11	16	17	7	-6	-8	-9	2	0.3
CCCCCCc1ccc(OCC(=O)OC)cc1OCC(=O)OC	-24	-2	12	5	-3	3	-3	-1	-0.7
CCOC(=O)C1CCN(C(=O)C2CCN(c3nc4ccc(OC)cc4s3)CC2)CC1	-19	3	-2	17	1	-2	-5	6	-0.1
O=C(N/N=C/c1c[nH]c2ccccc12)c1ccc2c(c1)OCCO2	-8	8	6	-1	1	-4	-7	1	-1.5
COC(=O)CN(C#N)c1nc(NC(C)C)nc(OC)n1	13	1	19	7	1	-3	6	15	-1.1
Cc1cc(C(=O)NC2CC(C)(C)Cc3c2cnn3-c2ccc(F)cc2)no1 (stereo not given)	-21	-5	13	-3	4	1	2	-2	-1.0
COc1c(OC2OC(C(=O)O)C(O)C(O)C2O)cc(O)c2c(=O)cc(-c3ccccc3)oc12 (stereo not given)	22	-2	-12	10	1	9	7	0	-0.8
Cc1c(O)c(S(=O)(=O)c2ccccc2)c(=O)n(-c2ccccc2)c1-c1ccccc1	-18	4	1	6	-3	0	10	4	0.9
CCN(CC)CCNC(=O)CS(=O)Cc1nc(-c2ccc(C)cc2)oc1C (stereo not given)	-3	-9	-3	-11	-4	5	8	9	0.1
CCOC(=O)c1sc(=S)n(-c2ccccc2)c1N	-15	-5	21	12	1	-3	12	-4	-1.8
CCOC(=O)/C=C1/N(C)c2ccccc2C1(C)C	-22	1	16	13	2	5	1	-2	3.5
COc1ccc(Cc2nnc(NC(=O)CS(=O)(=O)Cc3ccccc3)s2)cc1	-12	14	15	-4	-5	-2	7	1	0.7
CCOC(=O)C(NC(=O)c1cccc(Cl)c1)(Nc1sc2c(c1C(N)=O)CCC2)C(F)(F)F (stereo not given)	4	-5	0	-2	-1	0	-1	1	8.3
COc1ccc2nc(NC(=O)c3cc(C)oc3C)sc2c1	6	-7	11	-26	-12	6	7	2	0.1
COc1ccc(C(=O)NCc2cn3ccccc3n2)cc1	-17	-10	18	3	-4	6	8	-2	0.1
Cc1cc(C)n2nc(SCc3ccc(F)cc3Cl)nc2n1	-11	10	-11	-1	0	0	7	6	-0.1
Cc1sc(N=Nc2ccc(N(C)C)cc2)[n+]([O-])c1C	-2	12	-1	-24	0	-3	-3	0	-1.1
CCCc1nc2ccccc2n1CCOc1ccccc1	7	1	12	11	-13	-2	-8	1	-5.1
CCOc1ccc2nc(-c3ccccc3)nc(SCC(=O)Nc3ncc(C)s3)c2c1	-3	-10	9	-29	-4	0	14	9	3.4
COCCNC(=O)c1cn(C)c2ccc(S(=O)(=O)N3CCCCC3)cc2c1=O	-12	4	2	-1	-4	-7	3	0	-0.2
Cc1ccc(CSc2nnc(C(F)(F)F)n2Cc2ccc(F)cc2)cc1	nt	2	10	-1	-5	1	-2	nt	0.5
O=C(Nc1ccc(F)cc1)c1cccc(N2C(=O)C3C4CCC(C4)C3C2=O)c1 (stereo not given)	2	5	16	-7	4	-7	1	5	1.5
CCOC(=O)N1CCN(CC(O)c2c[nH]c3ccccc23)CC1 (stereo not given)	-2	15	8	13	0	-5	1	2	7.6
Cc1ccc(N/N=C/c2c(C)c(C#N)c(=O)n(C)c2O)cc1C	17	3	13	3	0	-1	1	0	0.9
Cc1ccc(N=Nc2cc(C)ccc2N)cc1	-25	-9	13	14	-2	3	-9	-4	-0.9
CC1=CC(C)(C)NC(=S)N1C(C)c1ccccc1 (stereo not given)	0	11	15	-19	-5	-1	3	-2	-1.6

A portion from the list above, for reference:
SMILES	TAAR1 antagonist	CHRM5 antagonist	M1 PAM parental	CRFR2-BP antag	CHRM5 agonist	CHRM5 PAM	M4 PAM	TAAR1 agonist	CRFBP-R2 agonist
CCOC(=O)C(NC(=O)c1cccc(Cl)c1)(Nc1sc2c(c1C(N)=O)CCC2)C(F)(F)F (stereo not given)	4	-5	0	-2	-1	0	-1	1	8.3
COc1ccc2nc(NC(=O)c3cc(C)oc3C)sc2c1	6	-7	11	-26	-12	6	7	2	0.1
COc1ccc(C(=O)NCc2cn3ccccc3n2)cc1	-17	-10	18	3	-4	6	8	-2	0.1
Cc1cc(C)n2nc(SCc3ccc(F)cc3Cl)nc2n1	-11	10	-11	-1	0	0	7	6	-0.1
Cc1sc(N=Nc2ccc(N(C)C)cc2)[n+]([O-])c1C	-2	12	-1	-24	0	-3	-3	0	-1.1
CCCc1nc2ccccc2n1CCOc1ccccc1	7	1	12	11	-13	-2	-8	1	-5.1
CCOc1ccc2nc(-c3ccccc3)nc(SCC(=O)Nc3ncc(C)s3)c2c1	-3	-10	9	-29	-4	0	14	9	3.4
COCCNC(=O)c1cn(C)c2ccc(S(=O)(=O)N3CCCCC3)cc2c1=O	-12	4	2	-1	-4	-7	3	0	-0.2
Cc1ccc(CSc2nnc(C(F)(F)F)n2Cc2ccc(F)cc2)cc1	nt	2	10	-1	-5	1	-2	nt	0.5
O=C(Nc1ccc(F)cc1)c1cccc(N2C(=O)C3C4CCC(C4)C3C2=O)c1 (stereo not given)	2	5	16	-7	4	-7	1	5	1.5
CCOC(=O)N1CCN(CC(O)c2c[nH]c3ccccc23)CC1 (stereo not given)	-2	15	8	13	0	-5	1	2	7.6
Cc1ccc(N/N=C/c2c(C)c(C#N)c(=O)n(C)c2O)cc1C	17	3	13	3	0	-1	1	0	0.9
Cc1ccc(N=Nc2cc(C)ccc2N)cc1	-25	-9	13	14	-2	3	-9	-4	-0.9
CC1=CC(C)(C)NC(=S)N1C(C)c1ccccc1 (stereo not given)	0	11	15	-19	-5	-1	3	-2	-1.6

(next part)
SMILES	TAAR1 antagonist	CHRM5 antagonist	M1 PAM parental	CRFR2-BP antag	CHRM5 agonist	CHRM5 PAM	M4 PAM	TAAR1 agonist	CRFBP-R2 agonist
CCN(CC)S(=O)(=O)c1ccc(N2CCN(C)CC2)c(NC(=O)Nc2ccccc2F)c1	-6	18	-7	-15	-2	1	-6	5	0.9
COc1ccc(-c2cc(C(F)(F)F)n3nc(C(=O)NCc4ccco4)cc3n2)cc1	-17	-5	-8	-32	-3	3	6	10	-0.8
CCc1ccccc1NC(=S)N(CCN1CCCCC1)Cc1ccco1	-23	11	14	-9	-18	-7	-6	0	-3.8
CCN1C(=O)Cc2cc(S(=O)(=O)NCCc3ccccc3)ccc21	-11	1	-24	-1	0	-4	-3	51*	0.7
Cc1ccc(N2CC(C(=O)Nc3cccnc3)CC2=O)cc1C (stereo not given)	-21	3	21	-9	0	0	-1	3	0.5
COCCNC(=O)C1CC(c2cccc([N+](=O)[O-])c2)=NO1 (stereo not given)	-6	19	2	2	-2	-6	6	2	1.2
CCOc1ccc(C(=O)n2cc(C(=O)OC)c3ccccc32)cc1OCC	10	11	15	4	-1	0	1	0	1.0
C/C(=N/NC(=O)CNC(=O)c1cccnc1)c1ccc([N+](=O)[O-])cc1	-3	2	-11	-10	0	-4	1	9	-0.3
Cc1ccc(-c2nnc(-c3ccccc3)o2)cc1	-11	4	15	-17	-4	4	4	13	-1.3
COc1ccc(N(C)C(=O)Cc2c(C(=O)O)[nH]c3ccccc23)c(OC)c1	-9	-2	-3	-23	-2	5	5	2	3.0
Fc1cccc(F)c1/C=C/c1ccc2ccccc2n1	-10	-2	14	9	-1	4	9	2	-1.2
O=C(Cc1ccc(Cl)cc1)NCCS(=O)c1ccc(Cl)cc1 (stereo not given)	-6	-6	22	-5	-4	0	3	-1	-0.5
